Assay outcomes as filed in PubChem BioAssay.
HDAC3 inhib: blocks human histone deacetylase 3 | recombinant HDAC3, fluorogenic peptide/trypsin coupled, fluorescence | inhibition, % at 8.3 µM | actives 0.15% (n = 320,000) | AID 2718; in the data active = inhibition above about 26%, passing the limit was not always enough
KCNK3 inh: human KCNK3 channel inhibition, primary screen | CHO-KCNK3 thallium flux, FluxOR fluorescence; hits give low values | O14649 | actives 0.84% (n = 340,000) | AID 602410 | B-score at 10 µM;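 active = B-score under library mean minus 4 SD, starting fluorescence ratio at most library mean plus 5 SD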;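 note: more negative B-score means stronger inhibition of thallium flux through KCNK3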
Target sequence (O14649 whole entry, looked up): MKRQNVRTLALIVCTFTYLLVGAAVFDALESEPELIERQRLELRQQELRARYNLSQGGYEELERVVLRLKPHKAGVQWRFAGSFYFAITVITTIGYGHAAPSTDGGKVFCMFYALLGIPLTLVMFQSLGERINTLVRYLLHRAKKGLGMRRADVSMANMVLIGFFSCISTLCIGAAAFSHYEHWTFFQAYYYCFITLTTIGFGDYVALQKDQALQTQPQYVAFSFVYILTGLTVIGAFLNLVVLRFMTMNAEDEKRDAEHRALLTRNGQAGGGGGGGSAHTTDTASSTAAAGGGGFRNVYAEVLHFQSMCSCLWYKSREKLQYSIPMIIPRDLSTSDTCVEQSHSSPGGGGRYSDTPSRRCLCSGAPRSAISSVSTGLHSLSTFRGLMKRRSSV
RGS4 pot: potentiators or activators of RGS4; HEK293 M3R/inducible RGS4, carbachol calcium flux Fluo4; hits give low values; B-score at 10 µM; actives 0.92% (n = 310,000); AID 463111;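 active = B-score of the integrated calcium signal more than 4 SD below the library mean, with starting fluorescence not abnormally high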;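 note: negative B-score means reduced calcium response which marks RGS4 activation or potentiation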
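Detection: kinetic calcium fluorescence imaging with Fluo4-AM dye, 2 µM / Material: HEK293 cells with stable M3R and inducible RGS4 / Schedule: recording 10 s baseline at 1 Hz, 100 s post-agonist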
RGS4 inh: human RGS4 inhibition. HEK293 M3R/RGS4 inducible, Fluo-4 calcium flux; hits give high values; triggered by carbachol at its EC20. actives 0.45% (n = 310,000). P49798. B-score at 10 µM;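 active = B-score, a plate-corrected calcium signal, over three deviations above library mean, with baseline fluorescence within five deviations of library mean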;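 note: RGS4 expression induced by doxycycline in cells with stable M3 receptor; B-score is computed from the integrated fluorescence ratio over baseline after carbachol; higher B-score means a larger calcium signal and so more RGS4 inhibition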
Target sequence (P49798 whole entry, looked up): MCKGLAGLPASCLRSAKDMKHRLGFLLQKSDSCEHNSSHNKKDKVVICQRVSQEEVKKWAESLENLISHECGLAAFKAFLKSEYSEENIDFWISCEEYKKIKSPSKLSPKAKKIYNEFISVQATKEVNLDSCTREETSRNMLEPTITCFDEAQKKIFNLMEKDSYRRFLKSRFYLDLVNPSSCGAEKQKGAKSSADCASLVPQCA
SKKanGAS inh: SKKanGAS growth inhibition. S. pyogenes SKKanGAS, kanamycin growth, BacTiter-Glo, 6 h. inhibition, % at 7.5 µM. actives 1.3% (n = 300,000);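 active = mean replicate score, as percent of positive control median, at least 50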;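 note: strain carries kanamycin resistance gene driven by streptokinase promoter and grows in 40 µg/ml kanamycin; loss of luminescence reflects streptokinase promoter inhibition or plain growth inhibition; 0% = median of DMSO wells and 100% = positive control at its reference dose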
ANO1 block: mouse TMEM16A channel inhibition, primary screen. Q8BHY3. HEK293 TMEM16A/YFP iodide influx fluorescence, ionomycin. normalized B-score (activity score, 25-100; higher = stronger inhibition) at 10 µM. actives 1.2% (n = 310,000). AID 588511;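 active = ratio plate-corrected score three or more library SD toward inhibition, starting fluorescence score within five deviations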;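 note: score derived from kinetic fluorescence span divided by baseline fluorescence per well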
hERG protect: hERG (human) protection from proarrhythmic block; Q12809; CHO-hERG, FluxOR thallium flux, dofetilide IC70 present; activation (rescue from dofetilide block), less the hit threshold, % at 10 µM; actives 0.51% (n = 310,000);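 active = activation above the mean of controls blocked by dofetilide plus 5 SD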;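 note: thallium influx through hERG after potassium depolarization seen as dye fluorescence rise; in these data hits start at about 4.7%; inactives centre near -7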
KCNQ1 inh: inhibitors of human KCNQ1 potassium channel; B-score at 10 µM; P51787; actives 1.3% (n = 310,000); CHO-K1 KCNQ1, FluxOR thallium flux fluorescence; hits give high values;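 active = compounds whose thallium flux B-score, printed positive for inhibition, exceeds three library SD while starting fluorescence stays within three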;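 note: channel opened by potassium depolarization with thallium stimulus after 20 min compound exposure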
TMEM16A act: activates or potentiates the mouse TMEM16A chloride channel | actives 0.3% (n = 340,000) | B-score at 10 µM | HEK293 TMEM16A/YFP-H148Q/I152L, iodide quench fluorescence; hits give low values | Q8BHY3;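 active = fluorescence-ratio B-score plate-corrected deviation score at least 3 library SD below zero, with starting fluorescence score within 5 deviations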;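 note: channel opened by trigger with iodide after compound preincubation; score built on the fluorescence ratio of max minus min over baseline; more negative score means more quench and so TMEM16A activation or potentiation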
KCNK9 block: human KCNK9 channel inhibition; B-score at 10 µM; AID 488922; Q9NPC2; HEK293 KCNK9, FluxOR thallium flux fluorescence; hits give low values; actives 1.2% (n = 310,000);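 active = ratio B-score over 3 SD below the library mean, with starting fluorescence within 5 SD of its mean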;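 note: negative B-score means less thallium flux so channel inhibition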
Target sequence (Q9NPC2 whole entry, looked up): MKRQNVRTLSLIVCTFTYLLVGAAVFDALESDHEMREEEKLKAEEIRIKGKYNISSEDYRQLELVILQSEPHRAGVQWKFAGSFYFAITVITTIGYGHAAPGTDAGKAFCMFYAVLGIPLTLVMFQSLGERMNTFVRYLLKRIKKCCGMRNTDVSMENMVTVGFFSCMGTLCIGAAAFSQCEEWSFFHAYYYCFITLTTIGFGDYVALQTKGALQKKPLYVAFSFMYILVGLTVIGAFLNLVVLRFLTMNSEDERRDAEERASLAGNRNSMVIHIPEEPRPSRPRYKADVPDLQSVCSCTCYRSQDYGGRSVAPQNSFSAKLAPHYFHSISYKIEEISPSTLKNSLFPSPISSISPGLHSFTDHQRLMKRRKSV
KCNQ1 act: potentiators or activators of human KCNQ1 potassium channel; actives 0.35% (n = 310,000); P51787; CHO-K1 KCNQ1, thallium flux FluxOR fluorescence; hits give high values; B-score at 10 µM; AID 2648;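 active = fluorescence ratio B-score, a plate-corrected score, at least three library SD, with initial intensity B-score within 5 SD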
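assay system = CHO-K1 cells stably expressing KCNQ1 | medium = assay buffer, equal DMSO in all wells | timing = 37 °C overnight plating, 90-min dark dye load, 20-min compound pretreatment | measured by = kinetic FluxOR thallium fluorescence, 10-s 1-Hz baseline, 110-s post-stimulus read | measure = fluorescence change relative to baseline, converted to B score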
Active calls of the source: *; i = inactive; / = not tested or not shown.

SMILES	HDAC3 inhib	KCNK3 inh	RGS4 pot	RGS4 inh	SKKanGAS inh	ANO1 block	hERG protect	KCNQ1 inh	TMEM16A act	KCNK9 block	KCNQ1 act
Cc1cccc(C(=O)NC(=S)N(C)C2CCCCC2)c1	6.6	i	i	i	55.3*	i	11.6*	i	i	i	16*
CC1C(=O)N(Cc2ccc([N+](=O)[O-])cc2)c2ccccc2N1C(=O)c1c(F)cccc1F (stereo not given)	4.5	i	i	i	0.2	i	-13.1	i	i	i	i
COc1ccccc1CNC(=O)/C(C#N)=C/c1ccc(OC)c(OC)c1OC	-1.4	i	i	i	-8.9	i	-9.2	i	i	i	i
Cc1ccc(Cn2cnc3sc4c(c3c2=O)CCC4)c(C)c1	-5.3	i	i	i	19.0	i	-4.1	i	i	i	i
Cc1ccccc1N1C(=O)C2C3C=CC(C2C1=O)N(C)C3=O (stereo not given)	-6.9	i	i	i	9.3	i	-8.5	i	i	i	i
CCCCCCCC(=O)OCC(=O)[C@@]1(O)CC[C@H]2[C@@H]3CCC4=CC(=O)CC[C@]4(C)[C@H]3[C@@H](O)C[C@@]21C	3.7	i	i	i	22.3	i	-7.7	i	i	i	i
C[C@H]1C(=O)N(C)CCN1C(=O)c1ccccc1OC1CCN(S(C)(=O)=O)CC1	3.5	i	i	i	-8.3	i	-8.5	i	i	i	i
CCOc1ccccc1CNC(=O)CCCc1cn(C)c2ccccc12	7.2	i	i	i	0.8	i	-4.9	i	i	i	i
Cc1cc(C(=O)OCC(=O)N2C(C)CCCC2C)c(C)o1 (stereo not given)	7.5	i	i	i	-0.3	i	-8.6	i	i	i	i
COc1ccc(Cc2c(O)nc[nH]c2=O)cc1	-3.9	i	i	i	-14.2	i	-7.9	i	i	i	i
COC(=O)c1cc(=O)c2c([N+](=O)[O-])ccc(OC)c2o1	-0.1	i	i	i	1.2	i	0.5	i	i	i	i
NC(=O)CSc1nnc(-c2ccncc2)o1	-3.5	i	i	i	-4.4	i	-3.6	i	i	i	i
CCN(c1ccc(OC)cc1)S(=O)(=O)c1ccc2c(c1)NC(=O)CS2	2.8	i	i	i	1.1	i	-2.7	i	i	i	i
COCCN(Cc1ccccc1)C(=O)c1c(C)nn(-c2ccccc2)c1C	-15.8	i	i	i	-7.2	i	-7.4	i	i	i	i
Cc1ccc(C(=O)NC2CCCc3c2cnn3-c2ccc(F)cc2F)cn1 (stereo not given)	0.4	i	i	i	-4.4	i	-14.0	i	i	i	i
CCOC(=O)N1CCN(C(=O)c2ccc(N(Cc3ccccc3Cl)S(C)(=O)=O)cc2)CC1	-4.0	i	i	i	0.3	i	-2.1	i	i	i	i
O=c1cc(-c2ccc(O)c(-c3c(O)cc(O)c4c(=O)cc(-c5ccc(O)cc5)oc34)c2)oc2cc(O)cc(O)c12	2.0	i	i	i	61.9*	i	-10.3	i	i	i	i
FC(F)(F)c1ccc(CN2C[C@@H]3C(c4ccccc4)C4(c5cccnc5)CC3(C4)[C@H]2c2ccccc2)cc1 (stereo not given in full)	8.9	i	i	i	21.0	i	-10.2	i	i	i	i
CCCCCCC(=O)N1CCCC(c2nc(-c3cccc(OC)c3)no2)C1 (stereo not given)	3.1	i	i	i	0.5	i	-15.2	i	i	i	i
Cc1ccc(NC(=O)C2CCCN(C(=O)c3ccc(Cl)cc3)C2)cc1C (stereo not given)	3.1	i	i	i	7.3	i	-17.6	i	i	i	i
NS(=O)(=O)c1cccc(NC(=O)COC(=O)CCCc2c[nH]c3ccccc23)c1	2.3	i	i	i	-0.7	i	-6.0	i	i	i	i
CN1C(=O)c2ccccc2N(C)C1c1cccs1 (stereo not given)	-22.7	i	i	i	-20.0	i	-5.5	i	i	i	i
CCc1ccc(NC(=O)c2ccc(-n3cncn3)c([N+](=O)[O-])c2)cc1	-4.7	i	i	i	-6.8	i	-12.2	i	i	i	i
O=C(c1cc(COc2ccc3ncccc3c2)on1)N1CCC[C@H]1CO	-3.5	i	i	i	-1.8	i	-20.5	i	i	i	i
COc1nc(SCC(=O)Nc2ccccc2Cl)nc(N(C)C)n1	/	i	i	i	-6.7	i	-12.9	i	i	i	i
N[C@@H](Cc1ccccc1)c1nnc(SC/C=C/c2ccccc2)o1	-1.1	i	i	i	-5.7	i	-16.1	i	i	i	i
CCOc1ccc(S(=O)(=O)N2CCOCC2)cc1NC(=O)CN1C(=O)NC2(CCCC2)C1=O	9.4	i	i	i	-4.6	i	-13.3	i	i	i	i
Cc1cc2c(cc1C)C(c1ccccc1F)CC(=O)N2 (stereo not given)	4.7	i	i	i	5.4	i	-2.9	i	i	i	i
O=C(O)Cc1sc(-c2ccc(C(=O)O)cc2)nc1-c1ccccc1	-17.4	i	i	i	-22.7	i	-2.8	i	i	i	i
Fc1ccc(C(Nc2ccccn2)c2c[nH]c3ccccc23)cc1 (stereo not given)	5.0	i	i	i	6.7	i	-9.7	i	i	i	i
CCCCOc1ccc(/C(O)=C2/C(=O)C(=O)N(CCCOC)C2c2ccncc2)cc1 (stereo not given)	0.5	i	i	i	-1.2	i	1.2	i	i	i	i
CCSc1nc(O)cc(=O)n1CC	-3.7	i	i	i	14.2	i	-14.9	i	i	i	i
Cc1nnc2sc(SCc3ccccc3Cl)nn2c1=O	7.4	i	i	i	4.2	i	-6.4	i	i	i	i
CCOC(=O)N1CCN(Cc2cn[nH]c2-c2cc3ccccc3o2)CC1	2.1	i	i	i	6.2	i	2.0	i	i	i	i
COc1cc(C(C(=O)NC(C)(C)C)N(Cc2ccc3c(c2)OCO3)C(=O)c2cnccn2)cc(OC)c1OC (stereo not given)	-2.3	i	i	i	5.0	i	-8.3	i	i	i	i
COc1ccc(N2CCN(C(=O)NCc3ccc(OC)c(OC)c3)CC2)cc1	-3.1	i	i	i	4.3	i	-7.9	i	i	i	i
COc1ccc(-c2cc(-c3cc(OC)ccc3O)[nH]n2)cc1	15.1	i	i	i	14.8	i	-9.0	i	i	i	i
O=C(c1ccco1)c1cn[nH]c1-c1ccc(Cl)cc1O	0.6	i	i	i	-6.8	i	-3.1	i	i	i	i
Clc1ccc(C2=CC(c3ccco3)n3ncnc3N2)cc1 (stereo not given)	-8.3	i	i	i	9.9	i	-18.3	i	i	i	i
C=CCNC(=O)/C(C#N)=C/c1cn(-c2ccccc2)nc1-c1cccs1	-6.8	i	i	i	-1.6	i	-4.0	i	i	i	i

Only SKKanGAS inh, TMEM16A act and ANO1 block, for three of the compounds above:
Molecule,SKKanGAS inh,TMEM16A act,ANO1 block
COCCN(Cc1ccccc1)C(=O)c1c(C)nn(-c2ccccc2)c1C,-7.2,i,i
CCOc1ccc(S(=O)(=O)N2CCOCC2)cc1NC(=O)CN1C(=O)NC2(CCCC2)C1=O,-4.6,i,i
CN1C(=O)c2ccccc2N(C)C1c1cccs1 (stereo not given),-20.0,i,i

(next part)
SMILES	HDAC3 inhib	KCNK3 inh	RGS4 pot	RGS4 inh	SKKanGAS inh	ANO1 block	hERG protect	KCNQ1 inh	TMEM16A act	KCNK9 block	KCNQ1 act
CC1=CC(=C2C(=O)c3ccccc3C2=O)C=C(C)N1Cc1ccco1	8.4	i	i	i	-0.7	i	-9.0	i	i	i	i
CSCCC(NC(=O)c1ccccc1Br)C(=O)NNC(=O)c1csc(N2CCOCC2)n1 (stereo not given)	-15.4	i	i	i	-8.6	i	-14.8	i	i	i	i
CCC(=O)Nc1ccc(C(=O)c2ccccc2)cc1	3.9	i	i	i	-3.7	i	-5.5	i	i	i	i
Cc1cccc(C)c1NC(=O)NN(C(=O)c1ccccc1)C(C)(C)C	1.2	i	i	i	-4.7	i	-6.8	i	i	i	i
Nc1ccc2c(c1)COC2=O	4.8	i	i	i	-6.1	i	-4.1	i	i	i	i
Cc1cc(/C=C2\Cc3ccccc3C2=O)c(C)n1-c1ccccc1	-2.4	i	i	i	6.5	i	-4.2	i	i	i	i
COc1cc(Cl)c(C)cc1NC(=O)c1ccccc1NC(=O)CN1CCOCC1	-7.4	i	i	i	-2.2	i	-6.7	i	i	i	i
Cc1ccc(OCC(=O)Nc2c[nH]c(=O)[nH]c2=O)cc1C	2.5	i	i	i	8.0	i	-1.7	i	i	i	i
CC(C)(C)NC(=O)C(c1ccco1)N(Cc1ccc(F)cc1)C(=O)c1snc(C(N)=O)c1N (stereo not given)	8.8	i	i	i	2.5	i	-13.7	i	i	i	i
CN(CC(=O)Nc1cccc(F)c1)CC(=O)Nc1cccc(S(N)(=O)=O)c1	1.2	i	i	i	-1.6	i	-7.7	i	i	i	i
C=CCOc1c(Br)cc(/C=N/Nc2ccc(C(=O)O)cc2)cc1OCC	2.5	i	i	i	26.2	i	-12.5	i	i	i	i
C/C(CC(=O)Nc1ccc(N(C)C)cc1)=N\NC(=O)c1ccncc1	-19.0	i	i	i	-2.9	i	-7.2	i	i	i	i
COc1ccccc1-c1cc2nc(C)c(CCC(=O)NC(C)CCc3ccco3)c(C)n2n1 (stereo not given)	-2.3	i	i	i	-1.1	i	-13.4	i	i	i	i
CCCOc1ccc(-c2nc(C#N)c(N3CCC(C(N)=O)CC3)o2)cc1	-7.6	i	i	i	-7.5	i	-0.6	i	i	i	i
O=C(O)C1Cc2ccccc2CN1S(=O)(=O)/C=C/c1ccccc1 (stereo not given)	3.6	i	i	i	-2.0	i	-16.0	i	i	i	i
COc1ccc(Nc2nc3ccccc3n2C)cc1	5.7	i	i	i	2.0	i	-8.9	i	i	i	i
O=C(NCc1ccccc1)C(c1cccnc1)N(C(=O)c1ccccn1)c1ccccc1F (stereo not given)	3.0	i	i	i	9.8	i	-2.8	i	i	i	i
O=C(Nc1ccc(S(=O)(=O)N2CCOCC2)cc1)c1ccc(S(=O)(=O)N2CCOCC2)cc1	-0.3	i	i	i	3.5	i	-5.7	i	i	i	i
Cn1c(SCc2ccccc2F)nc2ccccc2c1=O	-3.3	i	i	i	16.6	i	-4.6	i	i	i	i
CCc1c(C(=O)N2CCOCC2)csc1C	-5.5	i	i	i	-4.9	i	-10.6	i	i	i	i
Cc1nn(-c2ccccc2Cl)c(Cl)c1/C=N/Nc1nc2ccccc2s1	2.9	i	i	i	7.4	i	-0.6	i	i	i	i
O=C(COc1ccccc1)NCC(c1ccco1)N1CCN(c2ccccc2F)CC1 (stereo not given)	10.1	i	i	i	-0.7	i	-8.8	i	i	i	i
